# KDM5B inh = inhibitors of human KDM5B histone demethylase; Q9UGL1; KDM5B demethylase, FDH-coupled NADH fluorescence (FDH is formaldehyde dehydrogenase); Potency, µM (titrated, usually from 57.7 µM), for the others: top-dose activity change, negative = inhibition, hits mostly inhibitors; 220,000 tested, 2.6% active; AID 1347165; active means well fitted inhibition curve with a large enough effect; inconclusive means small, poorly fitted or top-dose-only effect; inactive means no such curve, though single readings can be large or run the other way; further: 0% is about no effect; nearly all actives have a fitted effect of over 70% in size
# Target sequence (Q9UGL1 whole entry, looked up): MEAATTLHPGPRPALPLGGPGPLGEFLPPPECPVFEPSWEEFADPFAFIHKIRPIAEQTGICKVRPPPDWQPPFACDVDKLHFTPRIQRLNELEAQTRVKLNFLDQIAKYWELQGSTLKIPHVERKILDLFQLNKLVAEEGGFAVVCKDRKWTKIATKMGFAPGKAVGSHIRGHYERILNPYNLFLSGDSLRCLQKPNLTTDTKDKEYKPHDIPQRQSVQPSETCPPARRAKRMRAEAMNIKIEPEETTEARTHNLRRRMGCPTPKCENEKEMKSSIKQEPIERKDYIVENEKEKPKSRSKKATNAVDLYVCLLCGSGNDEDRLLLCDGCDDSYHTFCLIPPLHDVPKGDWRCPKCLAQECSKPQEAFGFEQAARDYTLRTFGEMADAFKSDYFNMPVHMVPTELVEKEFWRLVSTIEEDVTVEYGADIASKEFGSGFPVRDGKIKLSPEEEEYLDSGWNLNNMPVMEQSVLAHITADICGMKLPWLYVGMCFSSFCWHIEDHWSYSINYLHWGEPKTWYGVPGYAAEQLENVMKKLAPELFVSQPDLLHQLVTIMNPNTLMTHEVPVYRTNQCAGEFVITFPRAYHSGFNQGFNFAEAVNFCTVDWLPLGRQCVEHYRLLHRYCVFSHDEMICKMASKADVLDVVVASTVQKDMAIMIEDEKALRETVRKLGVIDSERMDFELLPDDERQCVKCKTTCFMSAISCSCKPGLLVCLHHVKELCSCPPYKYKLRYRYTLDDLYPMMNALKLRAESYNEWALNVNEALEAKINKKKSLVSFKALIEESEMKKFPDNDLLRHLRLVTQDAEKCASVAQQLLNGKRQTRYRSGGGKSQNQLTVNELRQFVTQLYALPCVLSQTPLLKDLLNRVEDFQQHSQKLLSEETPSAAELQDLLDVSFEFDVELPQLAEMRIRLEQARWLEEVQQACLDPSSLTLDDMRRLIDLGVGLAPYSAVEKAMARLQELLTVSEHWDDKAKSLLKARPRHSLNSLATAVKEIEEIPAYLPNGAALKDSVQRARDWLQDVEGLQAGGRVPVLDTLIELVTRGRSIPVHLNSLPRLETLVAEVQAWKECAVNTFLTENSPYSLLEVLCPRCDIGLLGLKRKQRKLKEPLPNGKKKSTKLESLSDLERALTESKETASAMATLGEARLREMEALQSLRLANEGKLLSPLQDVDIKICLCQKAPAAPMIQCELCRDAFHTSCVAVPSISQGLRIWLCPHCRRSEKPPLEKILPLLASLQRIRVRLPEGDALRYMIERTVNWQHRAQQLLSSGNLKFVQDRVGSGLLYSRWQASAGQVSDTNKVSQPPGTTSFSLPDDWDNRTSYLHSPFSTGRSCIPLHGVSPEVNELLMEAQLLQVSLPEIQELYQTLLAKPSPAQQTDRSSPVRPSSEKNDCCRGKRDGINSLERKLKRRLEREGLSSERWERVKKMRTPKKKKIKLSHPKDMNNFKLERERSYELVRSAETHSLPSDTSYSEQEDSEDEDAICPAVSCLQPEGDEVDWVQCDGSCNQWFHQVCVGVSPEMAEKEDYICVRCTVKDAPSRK
#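 Coupled FDH/NAD⁺ fluorescence readout. KDM5BΔAP 200 nM final; compound titration, 10 min RT preincubation; substrate mix 12.5 µM H3K4me3, 25 µM 2-OG, 50 µM Fe(II), 100 µM ascorbate, 0.25 mM NAD⁺, 0.25 U/mL FDH; ΔRFU over 30 min.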
# * = called active by the depositor; i = inactive; ? = inconclusive; & = joins results of further samples; [ ] = dose if it differs, or a comment. Potency means the concentration at half of the fitted maximal effect.
SMILES,KDM5B inh
COC(=O)c1ccc(/C=C2\Oc3cc(OS(C)(=O)=O)cc(C)c3C2=O)cc1,-5.8%
O=C(Nc1ccccc1F)c1ccc2c(Cl)c3c(nc2c1)CCCC3,28.3%
Cc1ccc(C(=O)NC(CN(C)C)c2ccccc2)cc1F (configuration not stated),-2.7%
Clc1ccc(Nc2ncncc2-c2nc(-c3ccccc3)no2)cc1,-9.7%
Cc1cc(C(=O)NCc2ccc(Cl)cc2)c2c(C)nn(-c3ccccc3)c2n1,?
Cc1cc2c(-c3cccc(O)c3)nc(-c3c(C)noc3C)cc2[nH]1,i
CCOc1ccc(-c2ccc(NS(=O)(=O)c3cc(C)c(C)cc3C)cc2)nn1,-19.3%
CCOc1ccc(NC(=O)C(CC(C)C)N2Cc3ccccc3C2=O)cc1 (configuration not stated),-8.1%
CC[N+](C)(C)CCOC1CC2CCC1(C)C2(C)C (configuration not stated),-2.4%
O=C(NC1CCC(O)CC1)c1ccc(-c2ncc3cnc(-c4cccc(F)c4)cn23)cc1 (configuration not stated),22.4µM*
CC1=C(C(=O)Nc2ccc(C)cc2C)C(c2ccc([N+](=O)[O-])cc2)n2ncc(C(=O)Nc3ccc(F)cc3)c2N1 (configuration not stated),-15.4%
CCn1cnc2c1c(=O)n(CC(=O)NCc1ccccc1)c(=O)n2Cc1ccccc1,9.8%
CC(C(=O)NCc1cccnc1N(C)CCc1ccccn1)n1cccc1 (configuration not stated),?
O=C(C1CCCC1)N1CCN(c2cc(-c3ccccc3)[nH]n2)CC1,?
Cc1cc(C(=O)COc2cccc(C#N)c2)c(C)n1CCC(C)C,-9.5%
Cn1nc2n(c1=O)CCN(C(=O)Cc1ccsc1)CC2,-22.0%
CCOC(=O)N1CCN(C(=O)CCc2ccc(S(=O)(=O)NCC(C)C)cc2)CC1,13.4%
O=C(c1ccc(F)cc1)N1c2nc(-c3ccco3)nn2C2(CCCCC2)[C@@H]2CCCC[C@@H]21,?
CCOc1ccc(C(=O)Nc2ncc(C)s2)cc1OCC,8.1%
CCC(=O)N1CCCC1Cc1ccccc1 (configuration not stated),17.1%
CSc1nccc(Oc2ccccc2Cl)n1,16.0%
CCC(=O)N(C1CCOCC1)C1CCN(S(=O)(=O)c2ccc(C)c(C)c2)CC1,-7.3%
O=C(OCc1nc2ccccc2o1)c1ccc2ccccc2c1,?
CCC(COC)NC(=O)c1c(C)noc1-c1ccc(C(C)(C)C)cc1 (configuration not stated),-2.0%
CCOc1ccccc1C(=O)N(Cc1ccc(N(C)C)cc1)Cc1ccco1,-14.6%
CC(C)Oc1cccc2c1c(NC(=O)CN1CCCC1=O)nn2-c1cccc(F)c1,3.7%
COc1ccc(C(=O)N2CC3(COCC(=O)N(Cc4ccccc4)C3)C2)cc1,-13.8%[86.2 µM]
Cc1ccc(CNC(=O)c2ccc3c(c2)CN(Cc2cncs2)CCO3)cc1,-9.4%
C[C@@H](c1ccccc1)N(C)C(=O)c1cc(COc2cccc(F)c2)[nH]n1,-8.6%
O=C1CCN(S(=O)(=O)c2ccccc2)CCCN(CC2CCCCC2)CCN1,-4.3%
Cc1ccc(C)c(Cn2c3ccccc3c3cnn(CC(=O)NCCCc4ccccc4)c(=O)c32)c1,-34.8%
COc1cccc(C(=O)c2cn(CC(=O)NCc3ccccc3)c3nc(C)ccc3c2=O)c1,-17.6%
O=C(NCc1ccccn1)C1c2ccccc2C(=O)N(C2CCCCC2)C12CCCCC2 (configuration not stated),-1.5%
COc1cc(OC)cc(-c2nnc(SCC(=O)c3ccc([N+](=O)[O-])cc3)o2)c1,2.9%
Cn1c(CC(=O)Nc2ccccc2F)nnc1SCC(=O)Nc1nncs1,-7.2%
Cn1c(=O)c2c(ncn2CC(=O)N2CCC(Cc3nc(C4CCOCC4)no3)CC2)n(C)c1=O,?
Cc1cc(C(=O)N2C[C@@H](COc3ccccc3)[C@H](C(N)=O)C2)c(C)o1,6.7%
O=C(c1ccccc1F)N1CCC(Cc2nc(C3CCOCC3)no2)CC1,3.2%
COc1ccc(CNC(=O)N2CCCC(Cc3noc(-c4ccncc4)n3)C2)cc1 (configuration not stated),-23.1%
CN(C(=O)Cn1nc(C(=O)O)c2ccccc2c1=O)C1CCCCC1,21.0%
COc1ccc2[nH]cc(CCNC(=O)CCC[C@H]3NC[C@@H]4C[C@H]3CN(Cc3ccccc3)C4)c2c1,?
COc1cc(NC(=O)C2(n3cnnn3)CCCCC2)cc(OC)c1OC,0.1%
CC(C)(C)NS(=O)(=O)c1ccccc1-c1nc(N)nc2c1CCC2,22.4µM*
CCOc1ccc2oc(=O)cc(CN3CCN(C(=O)C4CCCCC4)CC3)c2c1,-25.0%
COc1ncccc1-c1nc(-c2c(C)noc2C)cc2c1cc(C)n2CCN(C)C,i
CCC(C)n1c(=O)c2sccc2n2c(CCCC(=O)N3CCN(c4ccccc4)CC3)nnc12 (configuration not stated),-13.6%
Cn1cc(CSc2nnc(COc3ccccc3Cl)n2C)cn1,27.4%
C/C=C/C=C/C(=O)Nc1ccc(NC(C)=O)c(Cl)c1,-12.5%
CCOC(=O)N1CCN(S(=O)(=O)c2cn(C)c(=O)n(C)c2=O)CC1,-16.3%
O=C(c1cccs1)c1cn(CCOc2ccc(F)cc2)c2ccccc12,?
CCOc1cccc(CNC(=O)CCC2CCCN(S(=O)(=O)c3ccc(C)cc3)C2)c1 (configuration not stated),-21.1%
O=C(Nc1ccc(C(F)(F)F)cc1)C1CCCN(c2cnccn2)C1 (configuration not stated),?
CC(=O)c1ccc(OCC(=O)NC2CCc3ccccc32)cc1 (configuration not stated),-11.9%
CCCc1cc(C(=O)OC)c(NC(=O)CC2Sc3ccc(C(F)(F)F)cc3NC2=O)s1 (configuration not stated),-2.6%
Cc1ccc(OCC(=O)Nc2ccc3c(c2)nc(CCNC(=O)c2ccco2)n3C)cc1,-18.0%
CN(C)C(=O)C1CCc2nnc(C(C)(C)C)n21 (configuration not stated),-9.2%[149 µM]
Cc1ncncc1C(=O)O,-8.3%
COCCNC(=O)C(=O)N1CCN(c2nc(CC(C)C)c3c(c2C#N)CCCC3)CC1,?
COc1ccccc1C1CCN(Cc2c(C)[nH]c3ccccc23)CC1,28.7%
CCOCCOC1CCN(C(=O)NCc2ccccc2)CC1,17.0%
# Further results follow:
SMILES,KDM5B inh
COc1ccc(-c2nc(CSc3nc4c(=O)[nH]cnc4n3C)c(C)o2)cc1OC,3.5%
Cn1nccc1C(=O)N1CCCN(S(=O)(=O)c2ccccc2)CCC(=O)NCC1,-18.0%
CC(Oc1ccc2c(C(C)C)cc(=O)oc2c1)C(=O)Nc1cccc(F)c1 (configuration not stated),?
CC1CCCCN1C(=O)C(=O)c1cn(CC(=O)N2CCCC2)c2ccccc12 (configuration not stated),6.8%
COC(=O)C1=C(C)NC(=O)NC1c1ccc(N(C)C)cc1 (configuration not stated),-10.9%
CNC(=S)NNC(=O)c1ccc(C)cc1,-10.7%
O=C(Nc1ccc(O)cc1)c1cc(=O)[nH]c2ccccc12,-3.9%
CN1CC2(CCN(C(=O)c3cc(-n4cccn4)ccc3Cl)CC2)OC1=O,-9.6%
O=C1COc2ccc(C(=O)COC(=O)c3ccccc3Cl)cc2N1,17.0%
CC(=O)Nc1ccc(CNC2CCCc3ccccc32)cc1 (configuration not stated),-10.2%
COc1cccc(-c2nc(Cn3c(=O)cc(C)c4c(C)nn(-c5ccccc5)c43)c(C)o2)c1OC,-14.5%
O=C(O)C[C@@H]1CCN(C(=O)NCc2ccccc2)C[C@@H]1CC1=NCCc2ccccc21,-14.4%[86.2 µM]
COc1cccc(Nc2ncc3c(n2)C(C)(C(=O)NC2CCN(C)CC2)CC3)c1 (configuration not stated),-13.3%[86.2 µM]
COc1ccccc1CC(=O)N1CCC2(CC1)NC(=O)N(c1ccccc1)N2,?
CCN(CC)C(=S)SCC(=O)NC(Cc1ccccc1)C(C)=O (configuration not stated),16.2%
CCOC(=O)c1cccc(OC(=O)c2ccccc2)c1,19.3%
Cn1ccnc1CN1CCCCC1C(=O)Nc1ccc(Oc2cccnc2)cc1 (configuration not stated),10.3%
O=C(NCCc1ccc(F)cc1)c1cc2cc(F)ccc2[nH]1,-10.4%
N#C/C(=C/c1cccc(F)c1)S(=O)(=O)c1ccc(Br)cc1,-24.9%
O=C(c1ccc2nccnc2c1)N1CCN(c2ccccc2)CC1,-8.2%
O=C(c1ccnc(Cl)c1)N1CCC(c2nc3cc(C(F)(F)F)ccc3s2)CC1,8.0%
O=C([C@@H]1C[C@H](Oc2cccnc2)CN1)N1CCCC1,14.9%
CCn1ccc(C(=O)N2CC3CC(C2)[C@H]2CCCC(=O)N2C3)n1 (some centres not stated),-4.5%
COc1cccc(CC(=O)N2[C@@H]3CC[C@H]2CC(NC(=O)c2ccc(F)cc2)C3)c1 (some centres not stated),20.2%
Cc1nc(CCNC(=O)c2cnc(-c3cccnc3)nc2)cc(=O)[nH]1,27.8%
OCc1ccc(-c2cc(-c3ccncc3)c3cncn3c2)cc1,?
CCC[C@@H]1CN(Cc2[nH]cc(C)c(=O)c2C)C[C@H]1C(=O)O,20.6%
CNc1nnc(SCc2ccc(F)cc2Cl)s1,12.1%
CN(Cc1ccc2nonc2c1)Cc1cn(-c2ccccc2)nn1,14.8%
COCc1nc(C2CCCN(C(=O)Cc3ccc(C)cc3)C2)no1 (configuration not stated),-9.9%
Cc1nc(C(=O)N2CCCC(c3[nH]ncc3Cc3ccccc3)C2)cs1 (configuration not stated),-9.6%
CC(C)CCOc1ccc(CN)cc1,4.2%
COc1cc(OC)c(C2=CCN(C(=O)COc3ccc(F)cc3)CC2)c(OC)c1,11.7%
Cc1ccc(C(=O)N2CCC(CCC(=O)NCc3nc4ccccc4n3C)CC2)cc1,10.0%
CCn1nccc1C(=O)N1CCCN(S(C)(=O)=O)C(c2ccccc2)CC(=O)NCC1 (configuration not stated),2.8%
Cc1cc(C(=O)OC(C)C(=O)Nc2ccc(Cl)cc2Cl)c(C)o1 (configuration not stated),2.1%
Cc1cccc(NC(=O)c2ccc3c(c2)CCC3)c1,0.4%
Cn1cnc2c1c(=O)n(CCCN1CCC(C(N)=O)CC1)c(=O)n2C,11.4%
CNC(=O)c1cc(-c2cnc(OC)nc2)cc2c1OCCN2Cc1cccnc1,-8.2%[86.2 µM]
C/C=C/C=C/C(=O)NCc1ccc(OC)cc1,?
COCCOC1CCOC2(CCN(C(=O)Nc3ccccc3)CC2)C1 (configuration not stated),-15.5%
O=C(Cc1ccsc1)N1CCC([C@@H]2CNC[C@H]2CO)CC1,-13.9%
Cc1ccc(NC(=O)c2nc(S(C)(=O)=O)ncc2N(Cc2ccco2)Cc2ccco2)cc1,?
O=C(NNC(=O)C1CCCCC1)c1ccc(F)cc1,-0.8%
Cc1cc(-c2nc3ccccc3s2)ccc1NC(=O)c1ccccc1C,?
CC1(C)Cc2cccc(Oc3nc4ccccc4o3)c2O1,0.7%
CCOC(=O)Cc1cc(C(=O)Nc2ccc(Br)cc2)sc1-c1ccc(C)cc1,?
CN1CCN(C(=O)C[C@@H]2CCNC[C@@H]2Cc2cc(-c3ccccc3)on2)CC1,-3.7%[86.2 µM]
COc1cccc(CC(=O)N2CCC3(CC2)CC(N(Cc2ccccc2)C2CC2)CCO3)c1 (configuration not stated),-7.5%
COCC1(CNC(=O)c2cnccn2)C[C@@H](O)[C@@H](O)C1 (some centres not stated),-13.0%[115 µM]
CC1=C(C(=O)Nc2ccccc2C)C(c2sccc2C)n2ncnc2N1 (configuration not stated),-18.1%
O=C(c1ccco1)N(Cc1cccnc1)c1nc2c(F)cccc2s1,0.6%&-20.8%
COc1ccc(Nc2cc(NCCCO)c([N+](=O)[O-])c3nonc23)cc1,-0.9%
Cc1nn(-c2ncccn2)c2c1C(c1cccc(OCC(C)C)c1)CC(=O)N2 (configuration not stated),0.4%

# Part of the list above in order of formula weight, rising:
SMILES,KDM5B inh
C/C=C/C=C/C(=O)NCc1ccc(OC)cc1,?
Cc1cccc(NC(=O)c2ccc3c(c2)CCC3)c1,0.4%
O=C(NNC(=O)C1CCCCC1)c1ccc(F)cc1,-0.8%
CC1(C)Cc2cccc(Oc3nc4ccccc4o3)c2O1,0.7%
O=C(Cc1ccsc1)N1CCC([C@@H]2CNC[C@H]2CO)CC1,-13.9%
COCCOC1CCOC2(CCN(C(=O)Nc3ccccc3)CC2)C1 (configuration not stated),-15.5%
O=C(c1ccco1)N(Cc1cccnc1)c1nc2c(F)cccc2s1,0.6%&-20.8%
Cc1cc(C(=O)OC(C)C(=O)Nc2ccc(Cl)cc2Cl)c(C)o1 (configuration not stated),2.1%
Cc1cc(-c2nc3ccccc3s2)ccc1NC(=O)c1ccccc1C,?
COc1ccc(Nc2cc(NCCCO)c([N+](=O)[O-])c3nonc23)cc1,-0.9%
CC1=C(C(=O)Nc2ccccc2C)C(c2sccc2C)n2ncnc2N1 (configuration not stated),-18.1%
Cc1nn(-c2ncccn2)c2c1C(c1cccc(OCC(C)C)c1)CC(=O)N2 (configuration not stated),0.4%
CNC(=O)c1cc(-c2cnc(OC)nc2)cc2c1OCCN2Cc1cccnc1,-8.2%[86.2 µM]
COc1cc(OC)c(C2=CCN(C(=O)COc3ccc(F)cc3)CC2)c(OC)c1,11.7%
Cc1ccc(C(=O)N2CCC(CCC(=O)NCc3nc4ccccc4n3C)CC2)cc1,10.0%
CCn1nccc1C(=O)N1CCCN(S(C)(=O)=O)C(c2ccccc2)CC(=O)NCC1 (configuration not stated),2.8%
COc1cccc(CC(=O)N2CCC3(CC2)CC(N(Cc2ccccc2)C2CC2)CCO3)c1 (configuration not stated),-7.5%
CCOC(=O)Cc1cc(C(=O)Nc2ccc(Br)cc2)sc1-c1ccc(C)cc1,?
Cc1ccc(NC(=O)c2nc(S(C)(=O)=O)ncc2N(Cc2ccco2)Cc2ccco2)cc1,?

# Screening data: PubChem, National Center for Advancing Translational Sciences (NCATS)

# An excerpt; count on the stated rates, not on these rows.
